RGS4-Gao reg: modulates binding of RGS4 to human Galphao; P09471; Multiplexed bead flow cytometry; actives lie on both sides; binding response (% of control), % at 10 µM; 220,000 tested, 0.33% active; in the data active = binding response below about 49% or above about 150%; inactive = in between;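 note: fluorescent Galphao activated with aluminum fluoride binding bead-coupled RGS4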
Bfl-1 Bim block: inhibitors of Bim-Bfl-1 interaction, human. Bead-based flow cytometry, Bim-Bfl-1 binding inhibition. inhibition, % at 10 µM. 190,000 tested, 0.12% active. AID 1008;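 note: 0% = wells without compound plus tracer and 100% = blocker peptide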
Bim-Bcl-XL: human Bim-Bcl-XL interaction inhibition. Q07817. Bim peptide-Bcl-XL binding, bead flow cytometry, fluorescence. inhibition, % at 10 µM. 190,000 tested, 0.04% active. AID 1007
Target sequence (Q07817 whole entry, looked up): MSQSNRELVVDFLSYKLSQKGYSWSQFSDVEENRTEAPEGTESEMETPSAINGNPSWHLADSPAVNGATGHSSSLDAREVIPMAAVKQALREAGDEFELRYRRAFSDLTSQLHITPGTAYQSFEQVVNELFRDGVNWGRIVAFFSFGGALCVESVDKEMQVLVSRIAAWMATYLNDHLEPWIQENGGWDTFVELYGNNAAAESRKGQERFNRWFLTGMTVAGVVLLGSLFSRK
RGS7-Gao: modulates binding of RGS7 to human Galphao; Multiplexed bead flow cytometry; actives lie on both sides; binding response (% of control), % at 10 µM; AID 1439; 220,000 tested, 0.35% active; in the data active = binding response below about 49% or above about 150%; inconclusive = no clear call, values can overlap the other calls; inactive = in between;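 note: fluorescent Galphao held in activated GDP-AlF4 state binding bead-coupled RGS7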
Bcl-2 Bim block: inhibitors of Bim-Bcl-2 interaction, human; P10415; Bead-based flow cytometry, Bim peptide-Bcl-2 binding; inhibition, % at 10 µM; 190,000 tested, 0.06% active; in the data active = inhibition above about 40%; inconclusive = no clear call, values can overlap the other calls;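 note: 0% = no compound wells with probe peptide and 100% = reference peptide inhibitor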
Target sequence (P10415 whole entry, looked up): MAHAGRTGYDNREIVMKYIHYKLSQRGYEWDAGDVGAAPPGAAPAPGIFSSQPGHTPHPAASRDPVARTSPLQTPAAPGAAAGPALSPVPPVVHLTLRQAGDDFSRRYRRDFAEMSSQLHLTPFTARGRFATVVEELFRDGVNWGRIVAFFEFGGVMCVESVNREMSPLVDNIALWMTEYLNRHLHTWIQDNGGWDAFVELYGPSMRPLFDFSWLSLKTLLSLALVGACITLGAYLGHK
Mcl1 Noxa PPI: disrupts binding of human Mcl-1 to Noxa peptide; TR-FRET Mcl-1/Noxa peptide binding, 2 h; inhibition, % at 21.7 µM; 220,000 tested, 1.5% active; Q07820;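 active = compounds that cut the protein-peptide binding signal by more than 50% relative to plate controls in a single-dose test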;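 note: His-tagged Mcl-1 with rhodamine Noxa BH3 peptide and terbium anti-His antibody; 0% = Mcl-1 plus Noxa peptide wells and 100% = peptide-only wells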
Target sequence (Q07820 whole entry, looked up): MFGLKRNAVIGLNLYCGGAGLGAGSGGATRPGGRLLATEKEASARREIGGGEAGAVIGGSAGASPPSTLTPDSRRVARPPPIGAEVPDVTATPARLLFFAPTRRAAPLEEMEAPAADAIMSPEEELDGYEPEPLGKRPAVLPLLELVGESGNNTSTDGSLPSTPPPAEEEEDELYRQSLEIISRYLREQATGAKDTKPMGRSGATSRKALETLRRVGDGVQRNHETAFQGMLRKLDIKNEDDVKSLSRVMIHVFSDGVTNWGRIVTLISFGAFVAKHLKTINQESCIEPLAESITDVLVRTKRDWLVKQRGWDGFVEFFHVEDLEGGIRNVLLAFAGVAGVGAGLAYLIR
Bcl-W Bim block: disrupts Bim peptide binding to human Bcl-W | inhibition, % at 10 µM | bead-based flow cytometry | Q92843 | 190,000 tested, 0.02% active;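 note: 0% = bound tracer without compound and 100% = peptide blocker; higher means less fluorescent Bim peptide bound to Bcl-W beads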
Target sequence (Q92843 whole entry, looked up): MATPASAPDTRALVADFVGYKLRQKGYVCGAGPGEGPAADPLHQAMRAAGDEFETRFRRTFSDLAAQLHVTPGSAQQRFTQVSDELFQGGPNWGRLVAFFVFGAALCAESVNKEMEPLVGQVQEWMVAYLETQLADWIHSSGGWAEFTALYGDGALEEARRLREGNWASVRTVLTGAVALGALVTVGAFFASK
RGS8-Gao reg: human RGS8-Galphao interaction regulation; 220,000 tested, 0.34% active; multiplexed bead flow cytometry, RGS8-Galphao binding; actives lie on both sides; response (percent of control binding), % at 10 µM; P09471; in the data active = response below about 60% or above about 140%; inactive = in between;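 note: Galphao activated as the GDP aluminium fluoride complex binding bead-coupled RGS8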
Mcl-1 Bim block: disrupts Bim peptide binding to human Mcl-1; Bead-based flow cytometry, Bim peptide-Mcl-1 binding; AID 1009; Q07820; inhibition, % at 10 µM; 190,000 tested, 0.1% active;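 note: 0% = no compound tracer wells and 100% = peptide blocker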
Mcl1 Bid PPI: Mcl-1/Bid interaction inhibition; 220,000 tested, 0.97% active; inhibition, % at 21.7 µM; TR-FRET Mcl-1/Bid-Dy647 peptide binding, 1536-well;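 active = compounds that cut the binding signal by more than half at the single screening dose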;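 note: His-tagged Mcl-1 with europium anti-His antibody binding Bid BH3 peptide; 0% = Mcl-1 plus peptide wells and 100% = peptide-only wells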
Bim-Bcl-B: human Bim-Bcl-B interaction inhibition; Q9HD36; bead-based flow cytometry, Bim peptide-Bcl-B binding; inhibition, % at 10 µM; 190,000 tested, 0.073% active;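 note: 0% = tracer peptide without compound and 100% = reference inhibitor peptide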
* marks the source's active call; other numbers are inactive results; u = inconclusive; x = not tested or not shown. Cut-off read from the data, not from the text of the source, unless noted: active = inhibition above about 40%.

no.	RGS4-Gao reg	Bfl-1 Bim block	Mcl1 Noxa PPI	Bim-Bcl-B	RGS7-Gao	Bim-Bcl-XL	Bcl-2 Bim block	Mcl-1 Bim block	Mcl1 Bid PPI	RGS8-Gao reg	Bcl-W Bim block	structure
1	102.0	0.0	15.6	0.0	98.2	-2.0	2.0	0.0	-23.6	103.1	0.0	Cc1cccc(S(=O)(=O)NCCC(=O)OCC(=O)Nc2ccc(C#N)cc2)c1
2	98.8	-14.0	-8.5	-12.0	102.5	-5.0	-12.0	-5.0	-8.0	100.5	0.0	COc1ccc(OC)c(/C=C(\NC(=O)c2ccccc2)C(=O)N/N=C/c2ccc(C)s2)c1
3	99.3	-7.0	10.7	-6.0	100.0	-1.0	-6.0	-1.0	5.3	96.5	-4.0	NC(=O)NCC1CC1
4	99.6	-6.0	8.3	-11.0	95.5	-9.0	-1.0	-4.0	21.2	100.0	-5.0	O=C(COc1ccc(Cl)cc1)Nc1c(-c2cccs2)nc2ccccn12
5	85.4	-6.0	8.1	-4.0	100.2	1.0	-1.0	-1.0	-23.4	95.5	1.0	Cc1ccc(C2(c3noc(CN(C)CCCN4CCOCC4)n3)CCCC2)cc1
6	98.7	-1.0	20.3	-3.0	97.2	-2.0	-1.0	-2.0	-6.8	96.6	-4.0	COc1ccc(S(=O)(=O)N2CCCCC2C(=O)O)cc1OC (configuration not stated)
7	100.6	-2.0	-7.2	0.0	97.5	-2.0	-1.0	0.0	-10.2	98.5	-5.0	CCOC(=O)N1CCN(C(=O)c2ccccc2NC(=O)COc2ccccc2C)CC1
8	98.5	-4.0	14.3	-5.0	96.3	-8.0	-7.0	-6.0	-12.8	87.5	-5.0	COC(=O)c1ccccc1NC(=S)NC(=O)COc1ccc(C(C)C)cc1
9	94.4	5.0	9.0	2.0	96.2	0.0	0.0	-1.0	3.7	97.5	0.0	COc1ccc(C(=O)Nc2ncc(C)s2)cc1S(=O)(=O)N1CCCC1
10	98.7	-21.0	5.5	-13.0	97.6	-13.0	-14.0	-4.0	2.1	100.9	-5.0	COCCCN(Cc1ccccn1)S(=O)(=O)Cc1ccccc1

The results go on:
no.	RGS4-Gao reg	Bfl-1 Bim block	Mcl1 Noxa PPI	Bim-Bcl-B	RGS7-Gao	Bim-Bcl-XL	Bcl-2 Bim block	Mcl-1 Bim block	Mcl1 Bid PPI	RGS8-Gao reg	Bcl-W Bim block	structure
11	99.6	-4.0	7.7	-10.0	103.6	-7.0	-5.0	-6.0	-2.5	98.7	-6.0	CCC(C)n1c(SCc2ccc([N+](=O)[O-])cc2)nc2ccsc2c1=O (configuration not stated)
12	101.4	-6.0	0.7	-1.0	103.6	0.0	0.0	-4.0	-42.1	99.7	-1.0	COc1cc(C2C3=C(CC(C)(C)CC3=O)NC3=C2C(=O)c2ccccc23)ccc1O (configuration not stated)
13	98.2	-12.0	7.7	-3.0	97.6	-2.0	-4.0	-3.0	-3.0	103.8	-1.0	O=C(c1ccc(S(=O)(=O)c2ccccc2)cc1)N1CCCCCC1
14	95.6	x	4.2	x	u	x	x	x	-58.6	100.5	x	Cc1ccc(N=C2NC(=O)/C(=C/c3cccn3C)S2)c(C)c1
15	104.7	-13.0	6.2	-13.0	103.6	-8.0	-12.0	-7.0	-0.6	101.7	-6.0	Cc1nc2ccccc2n2c(-c3ccccc3)c3c(=O)n(C)c(=O)n(C)c3c12
16	97.8	3.0	22.3	29.0	98.2	3.0	1.0	-4.0	1.4	99.8	6.0	CCN1CCS/C1=C/C=C/C1=[N+](CC)CCS1
17	98.3	5.0	-47.1	-46.0	102.5	-4.0	0.0	-5.0	-70.3	90.0	-2.0	CCCOc1ccc(C(=O)NNC(=S)NC(C)=O)cc1
18	100.8	-7.0	16.7	-7.0	103.7	1.0	-2.0	2.0	-7.9	102.8	4.0	O=C(CS(=O)(=O)c1c[nH]c2ccccc12)N1CCCc2ccccc21
19	98.1	-1.0	10.8	0.0	97.0	-2.0	-1.0	-3.0	-11.5	100.9	0.0	CCCNC(=O)c1oc2ccc3c(c2c1C)C(=O)CC(C)(C)O3
20	102.6	2.0	-4.8	-2.0	99.6	-1.0	-4.0	-2.0	-13.1	100.7	1.0	Cc1cc(NC(=O)c2cc3ccccc3o2)cc(C)c1OCC(=O)N1CCOCC1

(further entries)
no.	RGS4-Gao reg	Bfl-1 Bim block	Mcl1 Noxa PPI	Bim-Bcl-B	RGS7-Gao	Bim-Bcl-XL	Bcl-2 Bim block	Mcl-1 Bim block	Mcl1 Bid PPI	RGS8-Gao reg	Bcl-W Bim block	structure
21	103.4	-6.0	17.2	-4.0	103.8	-4.0	-2.0	-2.0	-46.0	100.9	-4.0	N#Cc1ccc(NC(=O)CNc2cc(S(=O)(=O)N3CCOCC3)ccc2NCC2CCCO2)cc1 (configuration not stated)
22	95.2	1.0	17.4	-3.0	92.0	-5.0	-2.0	-1.0	-15.4	98.3	-3.0	CC(C)NCCCCOc1cccc(Br)c1
23	93.0	-2.0	3.7	0.0	93.2	0.0	-6.0	0.0	8.2	96.0	0.0	O=C(O)c1cccnc1SCc1cn2cc(Br)ccc2n1
24	102.3	-2.0	-9.5	0.0	101.9	-3.0	1.0	-4.0	-43.4	101.0	7.0	CC(C)C(NC(=O)C1CCCCC1)C(=O)N1CCN(c2ccc(F)cc2)CC1 (configuration not stated)
25	97.9	-1.0	19.7	-2.0	u	0.0	-3.0	0.0	6.1	96.2	1.0	COc1ccc(C(C)=O)cc1COC(=O)c1cc(C)nc2ccccc12
26	99.0	-24.0	35.4	-13.0	90.0	-15.0	-15.0	-8.0	2.8	101.2	-8.0	O=C(O)c1cccc(-n2cccc2/C=N/O)c1
27	100.6	x	11.8	x	u	x	x	x	-37.7	98.1	x	CC(C)(C)n1cn[nH]c1=S
28	94.2	-1.0	22.0	0.0	90.1	-1.0	-4.0	-1.0	-8.3	99.4	-3.0	CCC(C)(C#CCN1CCCCC1)OC(C)=O (configuration not stated)
29	103.0	-1.0	3.2	-5.0	105.3	-1.0	-5.0	-5.0	-17.3	97.2	0.0	CCOC(=O)c1c(NC(=O)Nc2ccccc2)sc(C)c1C
30	99.7	-1.0	20.9	0.0	104.3	1.0	1.0	0.0	-14.7	98.2	0.0	CC(=O)NC(=C(Cl)Cl)S(=O)(=O)c1ccccc1

Carrying on:
no.	RGS4-Gao reg	Bfl-1 Bim block	Mcl1 Noxa PPI	Bim-Bcl-B	RGS7-Gao	Bim-Bcl-XL	Bcl-2 Bim block	Mcl-1 Bim block	Mcl1 Bid PPI	RGS8-Gao reg	Bcl-W Bim block	structure
31	97.6	x	-22.2	x	u	x	x	x	-33.5	99.0	x	FC(F)(F)c1ccc(CN2C[C@@H]3C(c4ccc(C(F)(F)F)cc4)C4(c5cccnc5)CC3(C4)[C@H]2c2ccccc2)cc1 (some centres not stated)
32	100.3	x	-6.0	x	u	x	x	x	-22.6	101.6	x	C/C(=N\NC(=O)CSc1nc2ccccc2o1)c1cccc(O)c1
33	104.8	-4.0	-1.0	-9.0	111.9	-5.0	-1.0	0.0	-22.1	100.8	2.0	CCOC(=O)Cc1csc(NC(=O)c2cc3c(s2)CCCC3)n1
34	102.8	-18.0	-0.3	-11.0	97.8	-7.0	-13.0	-8.0	-7.8	100.0	-5.0	O=C(OC(C(=O)Nc1cccc(C(F)(F)F)c1)c1ccccc1)C1CCCCC1 (configuration not stated)
35	108.7	-2.0	6.0	-2.0	109.0	-2.0	-5.0	-3.0	-50.0	103.5	-4.0	CCOC(=O)C1(Cc2ccccc2)CCN(Cc2cnn(C(C)C)c2)CC1
36	101.4	0.0	4.7	-11.0	104.8	-5.0	-4.0	-6.0	-27.1	104.0	-4.0	COC(=O)c1ccnc(SCC(=O)c2ccccc2)c1
37	101.3	-25.0	0.8	-9.0	101.8	-9.0	-5.0	-5.0	-17.0	102.3	-8.0	CS(=O)(=O)N(CC(=O)NCc1ccccn1)Cc1ccc(Cl)cc1
38	105.5	6.0	-4.7	2.0	106.5	4.0	-1.0	0.0	-24.5	101.8	5.0	N#CC1=C(N)C(C#N)(C#N)[C@H](c2ccncc2)[C@H]2CC3(CC=C12)OCCO3
39	105.1	-9.0	-1.0	0.0	100.7	-5.0	-1.0	-6.0	-1.0	102.4	0.0	COc1ccc(/C=C2\CCC(C3CCCC3)C2=O)cc1Cn1cccn1 (configuration not stated)
40	93.3	x	5.8	x	u	x	x	x	-37.0	97.6	x	NCCCC[C@H]1CNC(=O)C(=O)N1CCc1cccc2ccccc12

Ordered by heavy-atom count (highest first): 3 of the compounds above
no.	RGS4-Gao reg	Bfl-1 Bim block	Mcl1 Noxa PPI	Bim-Bcl-B	RGS7-Gao	Bim-Bcl-XL	Bcl-2 Bim block	Mcl-1 Bim block	Mcl1 Bid PPI	RGS8-Gao reg	Bcl-W Bim block	structure
39	105.1	-9.0	-1.0	0.0	100.7	-5.0	-1.0	-6.0	-1.0	102.4	0.0	COc1ccc(/C=C2\CCC(C3CCCC3)C2=O)cc1Cn1cccn1 (configuration not stated)
40	93.3	x	5.8	x	u	x	x	x	-37.0	97.6	x	NCCCC[C@H]1CNC(=O)C(=O)N1CCc1cccc2ccccc12
32	100.3	x	-6.0	x	u	x	x	x	-22.6	101.6	x	C/C(=N\NC(=O)CSc1nc2ccccc2o1)c1cccc(O)c1

Next part.
no.	RGS4-Gao reg	Bfl-1 Bim block	Mcl1 Noxa PPI	Bim-Bcl-B	RGS7-Gao	Bim-Bcl-XL	Bcl-2 Bim block	Mcl-1 Bim block	Mcl1 Bid PPI	RGS8-Gao reg	Bcl-W Bim block	structure
41	106.6	-8.0	17.6	0.0	109.1	-3.0	-2.0	5.0	-38.6	103.0	5.0	Cc1ccc2ncccc2c1NS(=O)(=O)c1ccccc1
42	100.3	-11.0	17.5	-7.0	102.7	-6.0	-7.0	0.0	38.9	103.1	-3.0	CCOC(=O)C1(CCC(C)C)CC(CSc2nc3ccccc3[nH]2)OC1=O (configuration not stated)
43	107.4	-6.0	37.4	-4.0	110.8	2.0	-3.0	0.0	-14.7	107.5	1.0	Cc1ccc([N+](=O)[O-])cc1-c1[nH]c(-c2ccc(O)c(O)c2)nc1-c1ccccc1
44	100.5	-8.0	52.5*	-5.0	101.4	-4.0	-6.0	-5.0	-22.7	101.2	-1.0	O=c1oc2ccccc2c(Nc2cc3ccccc3cc2O)c1[N+](=O)[O-]
45	97.0	-14.0	-0.6	-6.0	106.7	-6.0	-6.0	-1.0	-7.7	103.0	-3.0	O=C(Nc1ccccc1N1CCCCC1)c1ccc(-c2cccc(Cl)c2)o1
46	97.3	-13.0	10.3	-3.0	99.3	-4.0	1.0	0.0	-25.1	99.4	8.0	O=C(Nc1ccccc1N1CCCCC1)c1ccc2nccnc2c1
47	99.6	-6.0	27.0	-3.0	96.6	-2.0	-11.0	-1.0	-3.7	98.8	-1.0	COc1cc(-c2ccc(NC(=O)c3ccc(C)cc3)c(OC)c2)ccc1NC(=O)c1ccc(C)cc1
48	101.9	-7.0	14.1	-3.0	101.5	0.0	-2.0	-1.0	-21.6	102.2	0.0	CCCn1c(O)c(N=N)c2ccccc21
